# Pf Dd2 inh = Plasmodium falciparum Dd2 growth inhibition | P. falciparum Dd2 growth, SYBR Green, 72 h | Potency, µM (titrated, usually from 28.9 µM), inactives show at the highest dose activity, negative = inhibition, most hits filed as inhibitors | actives 4.3% (n = 120,000) | AID 1347417; active = well fitted inhibition curve with a large enough effect; inconclusive = small, poorly fitted or top-dose-only effect; inactive = no such curve, though single readings can be large or run the other way;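 also: plate controls were DMSO vehicle for no effect and reference drug for full effect; nearly all actives have a fitted effect of over 65% in size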
#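 Readout: SYBR Green fluorescence, 485 nm excitation, 535 nm emission, after ~16 h lysis at 37C. Before that, Dd2-infected red cells (2.5% hematocrit) grew 72 h with compound, 29 uM top final concentration.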
# * hit, by the source's call; i = inactive; ? = inconclusive; [ ] = remark or other dose. Potency is read from the fitted curve at half-maximal effect. Not all compounds are listed, so the mix of outcomes need not match the whole.
SMILES,Pf Dd2 inh
CN(Cc1cc2cc(F)ccc2[nH]1)C(=O)C1CCC(=O)N(C2CCCC2)C1 (stereo not drawn),i
Cc1cccc(N2CCN(C(=O)c3nn(C)c4c3CS(=O)(=O)c3ccccc3-4)CC2C)c1 (stereo not drawn),-19%
COc1cc2c(cc1OC)C(CNC(=O)Nc1ccc(C)cc1)N(C(=O)NC(C)C)CC2 (stereo not drawn),-10%
Cc1ccc(C)c(Cn2c(=O)c3c(nc4n3CCN4c3ccccc3)n(C)c2=O)c1,6%
CCC1Oc2ccc(NC(=O)Cc3ccccc3)cc2CN(Cc2ccc(F)cc2)C1=O (stereo not drawn),i
Cc1cc(C[C@@H]2COC[C@@H]2NC(=O)c2csc(Cc3ccccc3)n2)on1,-9%
COc1ccc(CN2Cc3[nH]cnc3C[C@H]2C(=O)N(C)Cc2ccccc2)c2ccccc12,5.6µM*
CC(O)CCNS(=O)(=O)c1ccc2c(c1)CN(C(=O)CCn1cccn1)CC2 (stereo not drawn),-11%
COc1cccc(NC(=O)Cn2cc(S(=O)(=O)N3CCCC3)c(S(=O)(=O)N3CCCC3)c2)c1,?
Cc1ccc(C(=O)N2CCN(c3cc(-c4ccccc4)[nH]n3)CC2)c(C)c1,i
COc1cccc(CNc2nc3c(-c4cccc(C)c4)nnn3c3ccccc23)c1,-2%
CCOc1ccc(C(=O)NCCc2sc(-c3ccc(F)cc3)nc2C)cc1,i
COc1ccc(-c2nc(CS(=O)CC(=O)NCc3ccc(F)cc3)c(C)o2)cc1OC (stereo not drawn),3%
Nc1nc(Nc2cccc(C(F)(F)F)c2)sc1C(=O)c1ccccc1,-7%
CCOC(=O)C1CCN(C(=O)c2ccc3c(c2)N=C(CC)c2cc(C)ccc2S3)CC1,?
CCn1cc(-c2c(-c3ccccc3)ncn2C(CO)C(=O)O)cn1 (stereo not drawn),-7%
COc1cccc(C2C(=O)N(C3CCCCC3)CC(=O)N2CCc2ccc(OC)c(OC)c2)c1 (stereo not drawn),?
COc1cc(OC)c(NC(=O)Cn2c(C)cc3nc4n(c(=O)c32)CCCC4)cc1Cl,-17%
COc1ccc(CCC(=O)N2CCC[C@H]2c2nc(-c3ccc(C)cc3)no2)cc1,3%
CSc1nnc(NC(=O)Cc2coc3cc(C)ccc23)s1,35%[activator]
Cc1nc(-c2cn(C3CCCN(C(=O)c4cc(F)ccc4F)C3)nn2)no1 (stereo not drawn),15%
CCN1c2ccccc2-c2nc(SCC(=O)Nc3cccc(C)c3C)ncc2S1(=O)=O,28%
CN(Cc1ccc(-c2ccccc2)cc1)C(=O)c1ccccc1F,i
CCc1ccc(S(=O)(=O)N2CCN(C3CCN(Cc4cccnc4)C3=O)CC2)cc1 (stereo not drawn),i
O=C(NC1CCCC1)c1ccc(-c2ccc(N3CCCCC3)nc2)cc1,-13%
O=C1NCCCCCCN(Cc2ccccc2)[C@H]2CCC[C@@H]12,?
COC1CCN(c2cc(-c3ccccn3)nc3c(C)noc23)CC1,i
COc1ccc(-c2nc(CN3C(=O)CN=C(c4ccccc4Cl)c4cc(Cl)ccc43)c(C)o2)cc1OC,13µM*
CC1=C(C(=O)OC(C)C)C(c2ccccc2)N2C(CC(=O)NCC3CCCO3)=CSC2=N1 (stereo not drawn),i
CCc1ccc(NC(=O)CSc2nc3ccccc3nc2Cc2ccc(C)cc2)cc1,8%
CC(=O)c1c(C)oc2ccc(N(C(=O)c3ccncc3)S(=O)(=O)c3ccc(C)cc3C)cc12,39%
Cc1nnc(-c2cc(-c3cnn(C)c3)ccn2)n1Cc1ccccc1,i
CSc1cccc(NC(=O)N[C@H]2CCN(C(=O)C=C(C)C)[C@@H]2C(=O)N[C@@H](Cc2cccs2)C(N)=O)c1,i
Cc1noc([C@@H]2CN(C(=O)c3ccoc3C)C[C@H]2C(N)=O)n1,-6%
Cc1ccc([C@@H]2CN(C(=O)c3snnc3C)[C@@H]3C4CCN(CC4)[C@@H]32)cc1,14µM*
Cc1ccc(C(=O)Nc2ccc3c(N4CCOCC4)ncnc3c2)cc1C,11µM*
COc1ccc2sc(N(Cc3cccnc3)C(=O)C3COc4ccccc4O3)nc2c1 (stereo not drawn),-19%
COc1cc(OC)cc(C(=O)NC2CCN(c3cc(-c4cccs4)[nH]n3)C2)c1 (stereo not drawn),-26%
CCNC(=O)[C@@H]1C[C@H](N)CN1C(=O)C(C)(C)Oc1ccc(C)cc1,i
CC(C)c1nc2ccccc2n1CC(=O)N1CCc2c(nc[nH]c2=O)C1,-6%
CCN1C(=O)c2ccccc2S(=O)c2ccc(C(=O)N3CCN(c4ccc(F)cc4)CC3)cc21 (stereo not drawn),8.9µM*
CC(C)CNC(=O)c1cc(C2CC2)nc2c1c(C1CCNC1)nn2C (stereo not drawn),-5%
Cc1cnc(C(=O)N[C@@H]2CN(Cc3cccnc3)C[C@H]2CN(C)C)cn1,i
CCNC(=O)N1CCC(CCOC)(NS(=O)(=O)c2cccc3cccnc23)CC1,i
Cc1noc([C@@H]2CN(CCCc3ccccc3)C[C@H]2CO)n1,?
CC1CCN(C(=O)[C@@H](C)C2CC[C@@]3(C)CC[C@H](NC(=O)Nc4cccc(F)c4)[C@@H](C)[C@@H]3[C@H]2O)CC1 (stereo partly drawn),?
O=S(=O)(c1ccc(Cl)cc1)c1nc(-c2cccs2)oc1N1CCCCC1,?
CCCNC(=O)NC1CCN(C(=O)N2CC3CC(C2)[C@H]2CCCC(=O)N2C3)CC1 (stereo partly drawn),8%
Cc1cccc(NC(=O)Nc2nnc(N3CCCC3)s2)c1,i
COCCN1C(=O)c2cccn2CC1CNC(=O)Cn1nc(C(F)(F)F)cc1C (stereo not drawn),14%

# Continuation:
SMILES,Pf Dd2 inh
O=C(NC1CCCCC1)c1ccc(Cn2c(SCc3ccc(F)cc3)nc3cccnc32)cc1,-2%
Cc1cccc(C)c1NC(=O)C(=O)NCC(c1ccc2c(c1)OCO2)N1CCOCC1 (stereo not drawn),?
COc1cccc(S(=O)(=O)N2CCCN(C(=O)C3CC3)C(c3ccccc3)CC(=O)NCC2)c1 (stereo not drawn),?
CCOCN(C(=O)Cn1c(CC(C)C)nc2ccccc21)c1c(C)cccc1CC,?
COc1ccc(C(=O)N2CC(C(=O)N(C)C)C3(CCOCC3)C2)cc1 (stereo not drawn),0%
CNC(=O)[C@@H](Cc1ccccc1)N1CCC[C@H]1C(=O)N1CCCCC1,-24%[44.1 µM]
CSc1cccc(NC(=O)Cn2c(C)cc3nc4n(c(=O)c32)CCCC4)c1,-15%
CC(=O)N1CCN(Cc2cccc(C#N)c2)CC(O)C1 (stereo not drawn),-9%
CCN(Cc1ccncc1)Cc1cn(-c2ccccc2)nn1,-15%
Cc1c(C(=O)N2CCC3(CC2)CC(C(=O)O)N(C)C3)c[nH]c(=O)c1C#N (stereo not drawn),-20%
COc1cc(OC)cc(C(=O)N2CCN(c3cc(-c4cccs4)[nH]n3)CC2)c1,i
CN1C(=O)C2(CCN(C(=O)CCc3ccccc3)C2)c2ccccc21 (stereo not drawn),-16%
Cc1c(NC(=O)c2cc(-c3ccc(Cl)cc3)on2)c(=O)n(-c2ccccc2)n1C,31%[activator]
CC(=O)N1CCC(NC[C@H]2COCc3nc4ccc(C)cc4n32)CC1,7%[44.1 µM]
O=C(NC1CCCCC1)N[C@@H]1C=C(C(=O)N[C@H]2CCCNC2=O)C[C@@H](O)[C@@H]1O,8%[44.1 µM]
COc1cc(-c2ccccc2C#N)cc(OC)c1OC,-4%
O=C(O)C[C@@H]1CCN(C(=O)c2ccnc(Cl)c2)C[C@@H]1CCN1CCN(c2cccc(C(F)(F)F)c2)CC1,?
O=C(NCc1cc(-c2ccco2)on1)[C@H]1CNC[C@@H](C(=O)N2CCOCC2)C1,-18%
COc1cc2c(cc1OC)C(COc1ccc(F)cc1)N(C(=O)C(C)C)CC2 (stereo not drawn),-8%
COCc1nnc2n1CCC(NC(=O)c1cc(C3CC3)[nH]n1)CC2 (stereo not drawn),8%
c1ccc2c3c([nH]c2c1)C1(CCNCC1)NCC3,?
O=C(c1ccc2c(c1)OCO2)N1CCCC2(CC(c3ccccc3)=NO2)C1 (stereo not drawn),14%
COc1ccc(C(=O)N2CCC(c3ncc(C)n3C(C)C)C2)cc1 (stereo not drawn),?
COCc1cn2c(=O)n(C)cc(-c3cccc(F)c3)c2n1,-14%[44.1 µM]
CCOc1ccc(NC(=O)C2(C)CCCCC(=O)N2)cc1 (stereo not drawn),i
COc1ccc(S(=O)(=O)N2CC(c3noc(-c4cccnc4)n3)C2)cc1Cl,?
O=C1CN(C(=O)CCC(=O)N2CCCC(Cc3nncn3Cc3ccccc3)C2)c2ccccc2N1 (stereo not drawn),i
Cc1cccc(CCNC(=O)c2cc3c(=O)[nH]c4ccc(C)cc4c3s2)c1,-17%
O=C1CCCN1C1CCN([S+](=O)([O-])c2cccs2)CC1,17%[44.1 µM]
Cc1cn2nnc(C(=O)N3CCC(C(=O)NCc4ccccc4Cl)CC3)c2c(=O)[nH]1,-8%
Cc1nc2nc(CNC(=O)c3cccc(F)c3)nn2c(C)c1CCC(=O)Nc1cccc(Cl)c1,?
CS(=O)(=O)N(C1CC1)C1CCOC2(CCN(C(=O)Cc3cccc(F)c3)CC2)C1 (stereo not drawn),i
CC(C)NC(=O)CC[C@@H]1CNC(=O)[C@@H]2C[C@H](NC(=S)NCc3ccco3)CN12,-15%[44.1 µM]
CCOC(=O)c1cccc(NC(=O)C2CCCN(S(=O)(=O)c3cc(Br)cc4c3N(C(=O)CC)CC4)C2)c1 (stereo not drawn),-23%
CC(C)Oc1ccc(C(=O)NC2CCN(c3cnn(CC4CC4)c(=O)c3)CC2)cc1,?
COCC(=O)N1CCC(Oc2cnc3c(ccn3-c3cncnc3)c2)CC1,i
Cc1ccc(C(=O)N2CCCC3(CN[S+](=O)([O-])c4ccccc4N3)C2)cc1 (stereo not drawn),1%
COc1ccccc1OCC(=O)N(Cc1cccs1)C1CCS(=O)(=O)C1 (stereo not drawn),i
Cc1cc(C)c(C(=O)Nc2ccccc2)c(SCC(=O)Nc2ccc(Br)cc2C)n1,-14%
COc1cccc(/C=C(\C#N)c2nc3ccc(C)cc3[nH]2)c1,?
CCNC(=O)C1C(c2cccc(NC(=O)c3ccccc3)c2)OC(=O)N1Cc1ccc(F)cc1 (stereo not drawn),i
CCOc1ccc(-c2nnc3n2CCCC3)cc1OCC,18%
O=C(C1CC(=O)N(c2n[nH]c3ccccc23)C1)N1CCc2c([nH]c3ccccc23)C1 (stereo not drawn),?
O=C(CCc1ccccc1)N1CCC2(CC1)N=C(c1ccc(Cl)cc1)NO2,i
O=C(c1cccnc1)N1CCN2C(=O)N(C3CCOCC3)C[C@H]2C1,10%[44.1 µM]
COCc1nc(C2CCCN(C(=O)Cc3ccccc3C)C2)no1 (stereo not drawn),42%[activator]
O=C([C@H]1C[C@@H](F)CN1S(=O)(=O)c1ccc(Cl)cc1)N1CCOCC1,6%
CNC(=O)[C@@H]1CN(S(=O)(=O)c2cccc(C#N)c2)C[C@H]1COC,11%
CCOc1ccc(NC(=O)Cn2c(C)ccc(NC(=O)Nc3cccc(C)c3)c2=O)cc1,i
COc1ccc(C2Cn3cnc(C(=O)N4CCC(C(=O)NCc5cccnc5)CC4)c3CO2)cc1 (stereo not drawn),i

# The results go on.
SMILES,Pf Dd2 inh
COc1cc(OC)cc(C(=O)Nc2ccc3nc4n(c(=O)c3c2)CCCCC4)c1,?
Cc1cn2nc(C(=O)NCc3ccccc3F)cc2c(=O)[nH]1,?
O=C(c1ccc(F)cc1)N1CC(c2nnc(-c3ccncc3)o2)C2(CCOCC2)C1 (stereo not drawn),-20%
Cc1cc2n(n1)CCCN2C(=O)Nc1ccc(F)c(Cl)c1,-16%
C=CCNC(=O)CCc1c(C)nn(-c2ccc(F)cc2)c1Oc1ccc(F)cc1F,?
CCCNC(=O)c1ccc2c(c1)CC(=O)N2Cc1cccc(F)c1,?
Cc1ccc(NC(=O)c2ccc3nc(Cc4ccccc4)oc3c2)cc1F,-21%
COCCN1C[C@H]2CN(Cc3nccs3)CCN2C1=O,14%[44.1 µM]
O=C(C1CC=CCC1)N1CCC(C2CCNC2)CC1 (stereo not drawn),15%
CC(=O)N1CCC2(CC1)C(=O)NN=C2c1cccnc1,-1%[44.1 µM]

# Some of the entries above in another layout.
compound	Pf Dd2 inh
Cc1ccc(NC(=O)c2ccc3nc(Cc4ccccc4)oc3c2)cc1F	-21%
COCCN1C[C@H]2CN(Cc3nccs3)CCN2C1=O	14%[44.1 µM]

# By substructure: the entries above containing an NH in an aromatic ring (14)
SMILES,Pf Dd2 inh
CN(Cc1cc2cc(F)ccc2[nH]1)C(=O)C1CCC(=O)N(C2CCCC2)C1 (stereo not drawn),i
COc1ccc(CN2Cc3[nH]cnc3C[C@H]2C(=O)N(C)Cc2ccccc2)c2ccccc12,5.6µM*
Cc1ccc(C(=O)N2CCN(c3cc(-c4ccccc4)[nH]n3)CC2)c(C)c1,i
COc1cc(OC)cc(C(=O)NC2CCN(c3cc(-c4cccs4)[nH]n3)C2)c1 (stereo not drawn),-26%
CC(C)c1nc2ccccc2n1CC(=O)N1CCc2c(nc[nH]c2=O)C1,-6%
Cc1c(C(=O)N2CCC3(CC2)CC(C(=O)O)N(C)C3)c[nH]c(=O)c1C#N (stereo not drawn),-20%
COc1cc(OC)cc(C(=O)N2CCN(c3cc(-c4cccs4)[nH]n3)CC2)c1,i
COCc1nnc2n1CCC(NC(=O)c1cc(C3CC3)[nH]n1)CC2 (stereo not drawn),8%
c1ccc2c3c([nH]c2c1)C1(CCNCC1)NCC3,?
Cc1cccc(CCNC(=O)c2cc3c(=O)[nH]c4ccc(C)cc4c3s2)c1,-17%
Cc1cn2nnc(C(=O)N3CCC(C(=O)NCc4ccccc4Cl)CC3)c2c(=O)[nH]1,-8%
COc1cccc(/C=C(\C#N)c2nc3ccc(C)cc3[nH]2)c1,?
O=C(C1CC(=O)N(c2n[nH]c3ccccc23)C1)N1CCc2c([nH]c3ccccc23)C1 (stereo not drawn),?
Cc1cn2nc(C(=O)NCc3ccccc3F)cc2c(=O)[nH]1,?

# Screening data deposited in PubChem by National Center for Advancing Translational Sciences (NCATS).
